RAD52 anneal inh – RAD52 (human) annealing inhibition; actives 0.46% (n = 360,000); P43351; inhibition, % at 18.7 µM; recombinant RAD52 DNA annealing, FRET fluorescence;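 active = every replicate showing at least 50% inhibition; inconclusive = mean inhibition at least 50% but not in every replicate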
Target sequence (P43351 whole entry, looked up): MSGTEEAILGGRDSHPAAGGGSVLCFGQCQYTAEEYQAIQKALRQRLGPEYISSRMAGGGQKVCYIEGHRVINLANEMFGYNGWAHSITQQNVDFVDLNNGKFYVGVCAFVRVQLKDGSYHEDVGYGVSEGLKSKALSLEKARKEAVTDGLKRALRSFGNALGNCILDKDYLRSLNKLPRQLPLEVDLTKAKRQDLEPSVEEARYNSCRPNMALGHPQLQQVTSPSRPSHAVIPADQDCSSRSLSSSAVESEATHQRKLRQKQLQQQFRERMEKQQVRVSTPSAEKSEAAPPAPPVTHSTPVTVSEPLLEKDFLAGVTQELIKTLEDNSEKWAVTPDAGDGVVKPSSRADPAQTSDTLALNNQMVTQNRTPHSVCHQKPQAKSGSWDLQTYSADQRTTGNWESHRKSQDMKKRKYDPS
S100A4 inh HTS – blocks human S100A4 binding to myosin IIA peptide; P26447; S100A4/TAMRA-MyoIIA peptide fluorescence polarization; inhibition, % at 10.7 µM; actives 0.14% (n = 360,000);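 active = mean inhibition of at least 70% across replicates, with every replicate also reaching that level; inconclusive = mean inhibition reaches 70% but some replicates fall short; inactive = mean inhibition below 70%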
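Material: S100A4 monomer (human). Medium: Calcium-containing HEPES buffer, pH 7.2. Probe or stimulus: labelled myosin peptide probe, 5 nM. Compound dosing: one concentration per compound. Timing: polarization read 5 min after assay mix addition, stable 5–60 min. Benchmarks: DMSO as neutral control, TFP as positive control.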
esBAF inh – inhibitors of esBAF chromatin remodeling in mouse ES cells | reporter increase, % at 12.5 µM | AID 602393 | actives 2% (n = 350,000) | Bmi1-luciferase knock-in reporter, 24 h; 100% = twice the neutral-well signal; in the data active = activation above about 40%; inconclusive = no clear call, values can overlap the other calls;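 note: 0% = median of the plate's neutral control wells and 100% = double that signal; a rise in the Bmi1 reporter signal indicates esBAF inhibition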
E-sel inducer – E-selectin induction on HUVECs; activation, % at 7.58 µM; AID 686992; HUVEC E-selectin immunofluorescence imaging; normalized: neutral wells 0, TNF-alpha wells 100; actives 0.37% (n = 260,000); P16581;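 active = mean E-selectin-positive cell signal at least 10% of the positive control, reached in at least 60% of replicates, without over 20% cell loss; inconclusive = no rule given, readout overlaps actives, possibly toxicity-flagged; inactive = the rest, including those meeting only one limit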;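 note: in these data hits start at about 27%; measured in HUVEC primary endothelial cells; signal is the percent of cells scored E-selectin positive by PE staining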
Target sequence (P16581 whole entry, looked up): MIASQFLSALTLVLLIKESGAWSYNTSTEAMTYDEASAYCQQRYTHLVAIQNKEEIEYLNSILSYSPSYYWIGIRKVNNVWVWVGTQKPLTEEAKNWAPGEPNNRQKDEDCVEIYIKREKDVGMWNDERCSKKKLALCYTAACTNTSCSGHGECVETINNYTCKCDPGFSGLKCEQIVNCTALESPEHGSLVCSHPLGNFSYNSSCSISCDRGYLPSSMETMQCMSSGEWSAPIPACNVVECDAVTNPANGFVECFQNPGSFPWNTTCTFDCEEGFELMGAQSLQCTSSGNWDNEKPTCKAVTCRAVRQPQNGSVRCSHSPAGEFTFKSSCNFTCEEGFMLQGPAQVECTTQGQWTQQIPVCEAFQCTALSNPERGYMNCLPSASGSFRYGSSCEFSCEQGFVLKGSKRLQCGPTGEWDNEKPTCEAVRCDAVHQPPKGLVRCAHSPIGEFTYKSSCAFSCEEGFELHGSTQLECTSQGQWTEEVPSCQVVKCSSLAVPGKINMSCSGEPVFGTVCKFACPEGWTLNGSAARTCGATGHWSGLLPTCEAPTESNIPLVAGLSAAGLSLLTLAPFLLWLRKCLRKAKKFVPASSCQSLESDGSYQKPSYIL
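Assay system: HUVEC, human umbilical vein endothelial cells / Amount: 3,000 HUVEC/well / Controls: TNF-alpha positive control, DMSO neutral control / Compound dosing: single concentration / Medium: EGM-2 over gelatin coat / Evaluation: percent E-selectin-positive cells / Signal: immunofluorescence imaging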
FN deposit inh – fibronectin deposition inhibition; inhibition, % at 12.6 µM; actives 0.086% (n = 350,000); AH1F fibroblasts, Alexa488-fibronectin deposition fluorescence, overnight;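 active = mean inhibition across replicates of 30% or more, regardless of how many single replicates reach that level; inconclusive = mean under 30% yet at least half of replicates reach 30%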;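 note: positive control wells lacked labelled fibronectin entirely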
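Measured by – fluorescence 485/525 nm · System – AH1F fibroblast monolayer, labelled fibronectin deposition · Amount – 10000 cells per well · Buffer or medium – serum-reduced DMEM (2% serum) · Doses – single dose, pinned · Also added – fluorescent fibronectin at 24 nM final · Schedule – 1 h cell attachment, overnight exposure to compound and label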
XiGFP reactiv – X-chromosome reactivation activator; XiGFP mouse fibroblasts, % GFP-positive cells imaging, 3 d; cells co-treated with 5-aza-dC sensitizer; scaled so ellipticine positive control = 100%; activation, % at 7.58 µM; actives 0.055% (n = 360,000);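 active = mean normalized replicate activation at least 10% and every replicate at or above 10%; inconclusive = only one of the two criteria met; inactive = mean below 10% and not all replicates reach 10%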;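 note: 0% = median of on-plate neutral control wells and 100% = ellipticine 6 µM median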
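Schedule: 3 d treatment, 15 min room-temperature fixation; system: 68-5-11 XiGFP fibroblast line; buffer or medium: DMEM plus 5-aza-dC sensitizer; control set: ellipticine 6 µM positive control; compound: one concentration, pinned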
RAD54 branch – inhibitors of human RAD54 branch migration; Q92698; RAD54 Holliday junction branch migration, FAM/BHQ fluorescence; inhibition, % at 10.4 µM; actives 0.14% (n = 360,000);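 active = mean normalized replicate activity at least 40 and at least half of replicates scoring 40 or more; inconclusive = only one of the two criteria met; inactive = mean below 40 and under half of replicates reaching 40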;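 note: 0% = median of neutral control wells and 100% = median of positive control wells; inhibitors cause a drop in the FAM fluorescence signal; in these data hits start at about 50%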
EWS-Fli block – EWS/Fli transcriptional activity inhibition. A673 NR0B1-luciferase reporter, viability-normalised. inhibition, % at 12.6 µM. actives 0.67% (n = 350,000). AID 651661;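 active = mean inhibition of at least 50% after viability correction, with every replicate also passing that limit; inconclusive = mean reaches 50% but only one of two replicates passes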;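 note: firefly luciferase signal divided by Alamar Blue viability fluorescence both relative to DMSO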
An asterisk follows results filed as active; ? = inconclusive; . = not tested or not shown.

SMILES	RAD52 anneal inh	S100A4 inh HTS	esBAF inh	E-sel inducer	FN deposit inh	XiGFP reactiv	RAD54 branch	EWS-Fli block
O=C(Nc1cccc(C(=O)O)c1)Nc1ccc2c(c1)OCO2	-8.5	1.6	-69.2	.	6.4	0.3	0.3	79.3*
CC(C)(C)c1ccc(Cc2n[nH]c(=S)[nH]c2=O)cc1	-8.2	-5.2	1.5	.	2.4	0.0	-0.2	14.4
CC(=O)Nc1cccc(-c2ccnc3c2CC(C)(C(=O)Nc2ccccc2)O3)c1 (stereo not given)	-5.6	5.6	0.3	0.8	7.1	0.2	-5.6	-13.7
CC1(C(=O)O)Sc2[nH]c(=O)sc2C2c3ccccc3OC(=O)C21 (stereo not given)	-101.2	-0.8	5.3	.	.	.	-5.7	.
COc1cccc(CN2CC3(CN(Cc4ccccn4)C3)c3c([nH]c4cc(OC)ccc34)[C@@H]2CO)c1	0.2	1.6	.	-0.2	.	0.2	.	9.1
COc1ccc(C(=O)NCCOc2cccc(Oc3ccccc3)c2)cc1OC	-17.3	-0.1	6.9	-0.3	-3.3	0.0	-4.2	2.5
O=C(O)c1cccc(N2C(=O)/C(=C/c3ccc(SCc4ccc(Cl)cc4)o3)SC2=S)c1	-81.5	4.5	.	.	-9.1	0.0	.	5.6
C=CCn1c(CSc2nnc(-c3ccccc3)n2C)n[nH]c1=S	-2.5	-1.1	6.5	0.6	-5.7	0.0	-7.5	-2.9
COc1ccc(-c2cnc3c(c2)C(=O)N([C@@H](C)CO)C[C@H](C)[C@@H](CN(C)S(C)(=O)=O)O3)cc1	2.8	5.8	1.2	-0.6	-4.0	-0.3	3.4	-5.8
O=C(CC1SC(N2CCCCC2)=NC1=O)Nc1cccc(C(=O)NCc2ccc(F)cc2)c1 (stereo not given)	-12.1	-6.1	8.4	.	-6.9	0.0	10.6	-3.5
CC(C)c1cc(C(=O)N2CCCC(N3CCN(c4ccc(F)cc4)CC3)C2)no1 (stereo not given)	7.5	-2.7	3.2	.	-1.3	-0.1	-7.8	.
Cc1c(-c2cc(Br)ccc2O)nc2cc3c(cc2c1C)OCO3	-20.8	2.3	?	.	5.4	0.0	?	-56.6
O=C(COC(=O)CN1C(=O)C2CCCCC2C1=O)Nc1ccc(S(=O)(=O)N2CCOCC2)cc1 (stereo not given)	-9.7	-3.6	.	1.9	-9.0	0.8	-7.7	17.6
CCOc1ccc(C(CC(=O)O)NC(=O)C2c3ccccc3Oc3ccccc32)cc1 (stereo not given)	-7.2	-7.5	-9.3	0.1	0.4	0.2	-5.5	1.2
CCOC(=O)c1cccc(NC(=O)CCc2nnc3ccc(N4CCN(C)CC4)nn23)c1	-8.8	-17.6	-2.7	.	-8.8	0.3	-10.9	4.4
COc1ccc(S(=O)(=O)N2CCC(NC(=O)N3CCOCC3)CC2)cc1	1.5	9.2	.	.	-1.2	0.0	.	-3.8
CCCCC(=O)Nc1ccc2c(c1)nc(CCN1CCN(C)CC1)n2C	-9.1	0.9	.	-0.1	3.3	0.0	.	-2.0
Cc1cc(Cl)ccc1OCC(O)CNCCc1ccc(S(N)(=O)=O)cc1 (stereo not given)	-67.9	-5.9	-7.0	.	0.0	0.0	-6.4	5.7
CCCCOc1ccc(CSCCNC(=S)Nc2ccccc2)cc1	-5.0	-1.3	.	.	.	1.1	.	?
COC(=O)N(NC(=O)C(O)(CCC(C)C)CCC(C)C)c1ccccc1	-9.4	-2.0	.	.	9.6	-0.1	-1.2	-1.9
O=C(Nc1ccccc1)[C@@H]1[C@@H](CO)[C@@H]2Cn3c(cccc3=O)[C@@H]2N1C(=O)C1CCCC1	-0.6	-0.5	-3.1	0.0	.	-0.1	-3.4	-2.1
COc1cccc(CN2CC(C(=O)N(C)Cc3nc4ccc(F)cc4[nH]3)CCC2=O)c1 (stereo not given)	-6.2	17.2	-5.2	6.6	-14.6	0.1	-4.1	-2.2
C[C@@H]1CN([C@H](C)CO)C(=O)c2cccc(NS(=O)(=O)c3cn(C)cn3)c2O[C@@H]1CN(C)Cc1ccc(C(=O)Nc2ccccc2N)cc1	8.1	3.4	.	.	-6.7	-1.1	.	-11.5
C/C=C/c1ccc([C@@H]2[C@@H](CO)N(C(=O)NC(C)C)[C@H]2CN(C)C(C)=O)cc1	-12.6	6.3	-1.8	0.1	-11.9	0.0	1.3	-6.5

Eight entries from above, with values under each structure:
Values in the order – RAD52 anneal inh	S100A4 inh HTS	esBAF inh	E-sel inducer	FN deposit inh	XiGFP reactiv	RAD54 branch	EWS-Fli block
CCCCC(=O)Nc1ccc2c(c1)nc(CCN1CCN(C)CC1)n2C
→ -9.1	0.9	.	-0.1	3.3	0.0	.	-2.0
Cc1cc(Cl)ccc1OCC(O)CNCCc1ccc(S(N)(=O)=O)cc1 (stereo not given)
→ -67.9	-5.9	-7.0	.	0.0	0.0	-6.4	5.7
CCCCOc1ccc(CSCCNC(=S)Nc2ccccc2)cc1
→ -5.0	-1.3	.	.	.	1.1	.	?
COC(=O)N(NC(=O)C(O)(CCC(C)C)CCC(C)C)c1ccccc1
→ -9.4	-2.0	.	.	9.6	-0.1	-1.2	-1.9
O=C(Nc1ccccc1)[C@@H]1[C@@H](CO)[C@@H]2Cn3c(cccc3=O)[C@@H]2N1C(=O)C1CCCC1
→ -0.6	-0.5	-3.1	0.0	.	-0.1	-3.4	-2.1
COc1cccc(CN2CC(C(=O)N(C)Cc3nc4ccc(F)cc4[nH]3)CCC2=O)c1 (stereo not given)
→ -6.2	17.2	-5.2	6.6	-14.6	0.1	-4.1	-2.2
C[C@@H]1CN([C@H](C)CO)C(=O)c2cccc(NS(=O)(=O)c3cn(C)cn3)c2O[C@@H]1CN(C)Cc1ccc(C(=O)Nc2ccccc2N)cc1
→ 8.1	3.4	.	.	-6.7	-1.1	.	-11.5
C/C=C/c1ccc([C@@H]2[C@@H](CO)N(C(=O)NC(C)C)[C@H]2CN(C)C(C)=O)cc1
→ -12.6	6.3	-1.8	0.1	-11.9	0.0	1.3	-6.5

Carrying on:
SMILES	RAD52 anneal inh	S100A4 inh HTS	esBAF inh	E-sel inducer	FN deposit inh	XiGFP reactiv	RAD54 branch	EWS-Fli block
Cc1noc(C)c1NC(=O)N(C)C[C@H]1Oc2c(NC(=O)c3cnccn3)cccc2C(=O)N([C@H](C)CO)C[C@H]1C	5.5	-6.4	-3.6	-0.1	9.7	-0.1	2.5	-3.0
CC1(C)Cc2c(C#N)c(NCCCO)nc(-c3ccccc3)c2CO1	-11.9	2.2	-18.3	0.8	3.6	0.0	-5.1	11.9
CC(C)Oc1ccc(OCCn2c(S(=O)(=O)O)nc3c(N)ncnc32)cc1	-6.6	1.1	-6.8	0.1	-0.4	0.0	7.4	-0.1
CCOC(=O)c1ccccc1NC(=O)CSc1nc2[nH]ncc2c(=O)[nH]1	-9.6	-3.0	.	0.0	0.1	0.0	.	-0.7
CNC[C@@H]1Oc2ccc(NS(=O)(=O)c3cn(C)cn3)cc2C(=O)N([C@@H](C)CO)C[C@@H]1C	3.3	-4.2	1.5	-12.9	.	-0.5	-0.4	6.0
C[C@@H]1CCCCO[C@H](CN(C)Cc2ccncc2)[C@@H](C)CN([C@@H](C)CO)C(=O)c2cc(NC(=O)Nc3ccc(F)cc3)ccc2O1	.	.	-1.4	0.0	5.0	-0.2	2.0	7.0
Cc1nc(NC(=O)CSc2nnc(Cn3nnc4ccccc43)n2C)sc1C	-12.3	2.7	.	1.1	4.2	0.1	.	-4.7
O=C(c1cccc(S(=O)(=O)N2CCCC2)c1)N1CCOCC1	-3.2	-11.1	6.5	-0.3	-0.8	0.0	11.0	0.5
CC(C)C[C@@H](CO)N1CCN(C)CCC1=O	-3.6	-1.5	-3.0	.	-5.0	0.0	3.4	-6.2
CC(C)NC(=O)Nc1ccc2c(c1)C(=O)N([C@@H](C)CO)C[C@H](C)[C@@H](CN(C)S(=O)(=O)c1ccccc1)O2	-0.8	-8.0	0.7	-19.5	-11.4	-0.9	-5.7	0.3
CNC1(C)[C@H]2CC[C@H](C2)C1(C)C (stereo not given in full)	6.1	0.0	4.5	-0.3	-9.0	0.1	-1.5	-0.2
COc1ccccc1C(=O)COC(=O)Cc1ccccc1F	-1.6	-0.1	25.2	0.0	4.2	0.2	5.6	-12.0
COCCNC(=O)C1CCCN(Cc2ccc(C(C)C)cc2)CC1 (stereo not given)	-22.9	-3.4	-6.6	-0.2	-1.0	0.0	-11.2	1.9
COC(=O)COc1ccc(-c2ccccc2)cc1C=O	-11.5	-10.1	10.6	.	6.1	0.0	.	12.2
COC1C(C)=C(C)C(=O)N1Cc1ccc(F)cc1 (stereo not given)	-4.1	-7.3	0.5	0.9	-4.6	0.0	-0.3	-14.2
Cc1cccc(C(=O)OCC(=O)NC(C)CCc2ccccc2)c1O (stereo not given)	-5.2	1.8	6.4	0.0	-6.3	0.0	-7.5	-4.7
COCC(=O)Nc1cc(Cl)c(OC)cc1OC	-1.8	-0.2	.	0.3	4.5	0.0	.	-7.4
CO[C@@H]1CN(C)C(=O)c2cc(NS(=O)(=O)c3ccc(F)cc3)ccc2OC[C@@H](C)NC[C@@H]1C	0.9	2.3	2.0	0.0	4.0	0.0	-3.8	-9.2
CN(C)CC(O)CN1C(=O)NC(C)(C)C1=O (stereo not given)	0.1	-15.2	.	-0.5	0.2	0.0	.	-2.2
CC(C)(C)OC(=O)N(CCc1ccccc1)Cc1ccc(OCc2cccc(NC(=O)C3CC3)c2)cc1	-2.7	-2.1	3.1	-2.2	.	-0.1	-1.6	-6.9
COc1ccc(N2CCN(CC(O)COCc3ccccc3)CC2)cc1 (stereo not given)	3.3	-7.4	-10.9	.	.	0.0	-4.5	3.6
CCN(CC)C(=O)[C@H]1C[C@H](CC(=O)NCc2ccc(OC)c(OC)c2)C(=O)N2CCc3c([nH]c4ccc(Cl)cc34)[C@]12C	-8.8	-1.1	-1.5	0.4	-0.9	0.1	3.2	12.2
Cc1ccc(S(=O)(=O)Nc2cccc(C(=O)NCc3cccnc3)c2)cc1F	-12.4	0.5	-28.6	.	-9.6	0.5	-10.2	?
O=C(c1ccncc1)c1ccc(NC(=O)c2cccs2)cc1	-5.0	-18.9	28.9	0.6	6.7	-0.1	2.3	-5.3
CC(C)n1c(SCCCc2ccccc2)nc2c1c(=O)[nH]c(=O)n2C	-3.9	10.6	-1.4	0.2	2.8	-0.2	-7.3	14.2
COc1ccc(C(=O)N2CCN(C)C(=O)[C@@H]2C)cc1OC1CCN(C(C)C)CC1	-25.6	-1.5	-3.7	-3.9	2.6	0.1	-8.9	0.0

Screening data from PubChem.
